S1P4 agonist: agonists of human S1P4 receptor; S1P4-expressing cell line, agonist reporter assay; activation, % at 4.98 µM; 0.35% of 220,000 active; AID 1509; in the data active means activation above about 11%;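 further: 0% = DMSO vehicle and 100% = reference agonist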
NPY-Y1 antag: blocks the human neuropeptide Y Y1 receptor; P25929; HEK293-CNG Y1 cells, membrane potential fluorescence; NPY at EC95, then isoproterenol; inhibition, % at 3.6 µM; 1% of 200,000 active; AID 1040;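 active means inhibition above the campaign mean inhibition of all tested compounds plus 3 SD, cut at about 20% in these data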;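 further: 0% = DMSO wells given NPY plus isoproterenol and 100% = isoproterenol alone without NPY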
Target sequence (P25929 whole entry, looked up): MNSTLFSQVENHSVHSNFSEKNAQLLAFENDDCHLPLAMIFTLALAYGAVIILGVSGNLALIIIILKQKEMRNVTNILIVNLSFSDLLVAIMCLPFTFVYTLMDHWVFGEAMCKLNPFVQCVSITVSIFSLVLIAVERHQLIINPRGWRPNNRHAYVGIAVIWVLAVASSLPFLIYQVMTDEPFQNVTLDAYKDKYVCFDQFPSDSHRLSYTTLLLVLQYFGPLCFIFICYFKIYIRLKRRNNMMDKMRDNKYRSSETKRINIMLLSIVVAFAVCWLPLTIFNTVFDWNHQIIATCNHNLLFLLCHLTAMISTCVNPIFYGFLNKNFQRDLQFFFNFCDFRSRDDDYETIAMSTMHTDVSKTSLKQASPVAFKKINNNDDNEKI
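Test system – HEK293 Y1/CNG channel cell line · Also added – NPY agonist 25 nM, then isoproterenol 1 µM plus Ro 20-1724 25 µM · Compound dosing – one concentration, 3.6 µM, in 0.4% DMSO · Schedule – compound incubation 1 h at room temperature, readout 45 min post-stimulation · Technique – fluorescence, membrane potential probe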
BaF3 parental: counter-screen for JAK2V617F inhibitors: parental Ba/F3 viability inhibitors; CellTiter-Glo ATP luminescence; inhibition, % at 5.6 µM; 1.1% of 220,000 active; AID 1486;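 active means inhibition above a per-campaign cutoff, the mean inhibition of all tested compounds plus 3 SD, cut at about 27% in these data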;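 further: 0% = DMSO wells and 100% = JAK Inhibitor I control wells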
NPY2 pot ag: human NPY-Y2 potentiation or agonism, primary screen | P49146 | cells expressing NPY-Y2, potentiator/agonist read-out | activation, % at 3.6 µM | 0.45% of 220,000 active | AID 1359; in the data active means activation above about 27%;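 further: cells stimulated with NPY near EC25 plus isoproterenol at EC100; 0% = vehicle plus submaximal agonist and 100% = vehicle plus saturating agonist; some results beyond the cut were filed as inactive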
S1P4 antag: blocks the human S1P4 receptor | O95977 | S1P4-expressing cells, antagonist mode, reporter read-out | inhibition, % at 4.98 µM | 0.26% of 220,000 active; in the data active means inhibition above about 29%;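 further: 0% = wells stimulated with agonist and 100% = vehicle wells without agonist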
Runt-CBFb FRET: blocks binding of human RUNX1 Runt domain to CBFb; Q01196+Q13951; Cerulean-Runt/Venus-CBFb FRET ratio 530/480, 1 h; inhibition, % at 20 µM; 0.46% of 220,000 active; AID 1496;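 active means inhibition over about 50% at 20 µM in the single-dose screen, limit read from the data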;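 further: 0% = DMSO wells and 100% = excess unlabeled CBFb competitor control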
Target sequence (Q01196 whole entry, looked up, the tested form may be a part): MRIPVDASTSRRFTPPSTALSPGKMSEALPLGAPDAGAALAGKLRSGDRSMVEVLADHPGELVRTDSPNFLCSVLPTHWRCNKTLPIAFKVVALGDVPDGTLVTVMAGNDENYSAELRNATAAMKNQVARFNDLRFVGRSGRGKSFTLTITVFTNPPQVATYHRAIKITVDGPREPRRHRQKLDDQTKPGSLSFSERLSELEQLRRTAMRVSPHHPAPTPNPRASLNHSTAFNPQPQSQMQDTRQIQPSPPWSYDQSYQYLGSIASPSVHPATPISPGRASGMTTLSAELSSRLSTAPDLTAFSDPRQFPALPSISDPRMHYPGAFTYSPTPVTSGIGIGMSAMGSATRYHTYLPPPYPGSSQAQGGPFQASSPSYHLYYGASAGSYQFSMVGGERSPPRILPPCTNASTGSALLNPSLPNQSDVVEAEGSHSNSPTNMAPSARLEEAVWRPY
Target sequence (Q13951 whole entry, looked up, the tested form may be a part): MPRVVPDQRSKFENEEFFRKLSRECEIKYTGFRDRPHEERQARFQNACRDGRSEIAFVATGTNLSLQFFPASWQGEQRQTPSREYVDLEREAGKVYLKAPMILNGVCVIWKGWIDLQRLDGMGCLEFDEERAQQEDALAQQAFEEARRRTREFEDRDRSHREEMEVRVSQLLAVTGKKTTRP
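Measured by: fluorescence energy transfer, 422 nm excitation, 530/480 nm emission; test system: Cerulean-tagged RUNX1 Runt domain (FRET donor) fusion protein; buffer or medium: Tris pH 7.5 buffer with BSA; compound: one dose, 20 µM compound, 1% DMSO; times: two 1 h room-temperature incubations shielded from light; benchmarks: unlabeled CBFb 5 µM, positive control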
Ba/F3 V617F tox: reduce viability of Ba/F3 cells dependent on JAK2V617F; AID 1446; 1.1% of 220,000 active; inhibition, % at 5.6 µM; Ba/F3 EpoR-JAK2V617F viability, ATP luminescence;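 active means inhibition above the campaign mean plus 3 SD over all tested compounds, cut at about 24% in these data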;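 further: cytokine-independent growth of Ba/F3 cells driven by EpoR plus mutant JAK2; 0% = DMSO-treated cells and 100% = JAK inhibitor I control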
NPY-Y1 PAM-ag: potentiates or activates human NPY-Y1 receptor; P25929; NPY-Y1 expressing cells, potentiator/agonist activation; activation, % at 3.6 µM; 0.37% of 220,000 active; AID 1304; in the data active means activation above about 33%, passing the limit was not always enough;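 further: cells stimulated with NPY at EC10 then isoproterenol at EC100; 0% = low agonist plus stimulus and 100% = saturating agonist plus stimulus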
RBBP9 inhibitor: human RBBP9 hydrolase inhibition | inhibition, % at 7.94 µM | recombinant RBBP9, FP-Rh probe fluorescence polarization | O75884 | 0.2% of 220,000 active;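 active means inhibition above the campaign mean of all tested compounds plus 3 SD, cut at about 14% in these data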;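 further: plate controls were DMSO wells with RBBP9 for no effect and wells lacking RBBP9 protein for full effect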
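system = RBBP9 protein | input = RBBP9 at 2.5 µM in dispensed solution, before mixing | measured by = fluorescence polarization (mP), excitation 525 nm, emission 598 nm | incubation = enzyme-compound preincubation 30 min, then probe labeling 45 min, 25 °C | buffer or medium = Tris-NaCl-Pluronic buffer, pH 8.0 | compound = single dose 7.94 µM | also added = FP-Rh probe, 375 nM dispensing solution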
The depositor's hits bear a star; & = joins results of further samples.

For Cc1cc(N2CCN(c3cccc(C(F)(F)F)c3)CC2)n2ncnc2n1 the results were S1P4 agonist -1.1, NPY-Y1 antag 3, BaF3 parental 3, NPY2 pot ag 8, S1P4 antag 7, Runt-CBFb FRET -1, Ba/F3 V617F tox -4, NPY-Y1 PAM-ag 15 and RBBP9 inhibitor -1.
`Cc1ccc(NC(=O)Cn2c(CCC(=O)O)ccc2-c2cccs2)cc1Cl` gave S1P4 agonist 0.2, NPY-Y1 antag 6, BaF3 parental 5, NPY2 pot ag -10, S1P4 antag 16, Runt-CBFb FRET 8, Ba/F3 V617F tox -1, NPY-Y1 PAM-ag 11 and RBBP9 inhibitor -13.
Cc1c(NC(=O)c2ccc(S(=O)(=O)N(C)c3ccccc3)cc2)c(=O)n(-c2ccccc2)n1C was read as S1P4 agonist 0.2, NPY-Y1 antag 5, BaF3 parental 1, NPY2 pot ag -6, S1P4 antag -4, Runt-CBFb FRET 0, Ba/F3 V617F tox 2, NPY-Y1 PAM-ag -16 and RBBP9 inhibitor -10.
O=C(NC(=S)Nc1ccccc1)c1ccc(Br)o1 was read as S1P4 agonist 1.9, NPY-Y1 antag 4, BaF3 parental 9, NPY2 pot ag -12, S1P4 antag -4, Runt-CBFb FRET 0, Ba/F3 V617F tox 2, NPY-Y1 PAM-ag -13 and RBBP9 inhibitor 2.
`COc1ccccc1OCC(=O)N/N=C1/SCC(=O)N1Cc1ccccc1` gave S1P4 agonist 0.7, NPY-Y1 antag 4, BaF3 parental 0, NPY2 pot ag -7, S1P4 antag -11, Runt-CBFb FRET -2, Ba/F3 V617F tox -4, NPY-Y1 PAM-ag 1 and RBBP9 inhibitor -4.
Screening COc1ccc(CCC(C)Nc2ccc(F)cc2)cc1 (configuration not stated) returned S1P4 agonist 0.8, NPY-Y1 antag -2, BaF3 parental 3, NPY2 pot ag 13, S1P4 antag 3, Ba/F3 V617F tox -3, NPY-Y1 PAM-ag -9 and RBBP9 inhibitor -6.
`CCOc1cc(/C=N/NC(=O)CSc2nncn2C)ccc1OCC(N)=O` gave S1P4 agonist -1.1, BaF3 parental -4, NPY2 pot ag 1, S1P4 antag 0, Runt-CBFb FRET 0, Ba/F3 V617F tox -3, NPY-Y1 PAM-ag -16 and RBBP9 inhibitor -6.
For S=c1[nH]nc(Cc2noc3ccccc23)n1-c1ccccc1 the results were S1P4 agonist 1.1, NPY-Y1 antag 9, BaF3 parental 5, NPY2 pot ag 15, S1P4 antag -3, Runt-CBFb FRET 6, Ba/F3 V617F tox 1, NPY-Y1 PAM-ag 11 and RBBP9 inhibitor -1.
Screening O=C1C2C(c3ccccc3)(C(=O)N1c1ccc(Cl)cc1)C2(c1ccccc1)c1ccccc1 (configuration not stated) returned S1P4 agonist -1.2, NPY-Y1 antag 8, BaF3 parental 6, NPY2 pot ag 8, S1P4 antag -16, Runt-CBFb FRET 1, Ba/F3 V617F tox 1, NPY-Y1 PAM-ag 25 and RBBP9 inhibitor 3.
For Cc1ccc(/C=C/C(=O)Nc2nccs2)o1 the results were S1P4 agonist -1.5, NPY-Y1 antag 8, BaF3 parental 6, NPY2 pot ag -7, S1P4 antag -22, Runt-CBFb FRET 12, Ba/F3 V617F tox 1, NPY-Y1 PAM-ag -11 and RBBP9 inhibitor 1.
`O=C(NCc1ccc(Cl)cc1)c1ccc(N2CCCC2=O)cc1` gave S1P4 agonist 0.7, NPY-Y1 antag -3, BaF3 parental 3, NPY2 pot ag 11, S1P4 antag 5, Runt-CBFb FRET -2, Ba/F3 V617F tox -4, NPY-Y1 PAM-ag 9 and RBBP9 inhibitor -7.
For Cc1ccc(C)c2nc3sc(C(=O)N4CCCc5ccccc54)c(N)c3cc12 the results were S1P4 agonist 4.8, NPY-Y1 antag 2, BaF3 parental 0, NPY2 pot ag -9, S1P4 antag -16, Runt-CBFb FRET -2, Ba/F3 V617F tox -3, NPY-Y1 PAM-ag 6 and RBBP9 inhibitor -2.
CC(=O)c1cccc(NC(=O)COC(=O)COc2ccccc2C)c1 was read as S1P4 agonist -0.3, NPY-Y1 antag 5, BaF3 parental 5, NPY2 pot ag -14, S1P4 antag 5, Runt-CBFb FRET -3, Ba/F3 V617F tox 4, NPY-Y1 PAM-ag -5 and RBBP9 inhibitor -4.
For COc1ccc(Cn2c(=O)sc3ccccc32)cc1OC the results were S1P4 agonist 1.7, NPY-Y1 antag -2, BaF3 parental 6, NPY2 pot ag 17, S1P4 antag -15, Runt-CBFb FRET 2, Ba/F3 V617F tox 1, NPY-Y1 PAM-ag 4 and RBBP9 inhibitor -2.
Screening COC(=O)Nc1ccc(OCc2ccccc2)cc1 returned S1P4 agonist -0.3, NPY-Y1 antag -3, BaF3 parental 8, NPY2 pot ag 4, S1P4 antag -15, Runt-CBFb FRET 1, Ba/F3 V617F tox -1, NPY-Y1 PAM-ag -1 and RBBP9 inhibitor -4.
For CC(C)CC1(C(=O)NCCN2CCOCC2)C=CCN1C(=O)c1ccccc1 (configuration not stated) the results were S1P4 agonist 0.9, NPY-Y1 antag 14, BaF3 parental 2, NPY2 pot ag -7, S1P4 antag 3, Runt-CBFb FRET -1, Ba/F3 V617F tox -1, NPY-Y1 PAM-ag -4 and RBBP9 inhibitor -9.
For O=C(Nn1c(C2CCC2)nc2ccccc2c1=O)C1CCC1 the results were S1P4 agonist 0.9, NPY-Y1 antag -2, BaF3 parental 2, NPY2 pot ag -4, S1P4 antag -4, Runt-CBFb FRET -2, Ba/F3 V617F tox -3, NPY-Y1 PAM-ag 17 and RBBP9 inhibitor -5.
Cc1cccc(Nc2nc(N3CCN(C)CC3)nc(N)c2[N+](=O)[O-])c1 was read as S1P4 agonist -1.5, NPY-Y1 antag 7, BaF3 parental 5, NPY2 pot ag 0, S1P4 antag -2, Runt-CBFb FRET 0, Ba/F3 V617F tox -2, NPY-Y1 PAM-ag -10 and RBBP9 inhibitor -5.
`CCn1c(SCC(=O)Nc2cccc(F)c2)nnc1-c1cc2cc(Br)ccc2o1` gave S1P4 agonist -1.1, NPY-Y1 antag 7, BaF3 parental 5, NPY2 pot ag -4, S1P4 antag -1, Runt-CBFb FRET -29, Ba/F3 V617F tox -2, NPY-Y1 PAM-ag -10 and RBBP9 inhibitor -4.
`Cc1ccc(COc2ccc(/C=N/NC(=O)c3ccc(CN4CCOCC4)cc3)cc2)cc1` gave S1P4 agonist 0.1, NPY-Y1 antag -2, BaF3 parental 4, NPY2 pot ag 13, S1P4 antag -23, Runt-CBFb FRET -1, Ba/F3 V617F tox 0, NPY-Y1 PAM-ag -15 and RBBP9 inhibitor -6.
For Cc1ccc(C)c(NC(=S)N(C2CCCCC2)C(C)c2cccnc2)c1 (configuration not stated) the results were S1P4 agonist 0.8, BaF3 parental 2, NPY2 pot ag -2, S1P4 antag 3, Runt-CBFb FRET -1, Ba/F3 V617F tox 3, NPY-Y1 PAM-ag 8 and RBBP9 inhibitor -6.
CCCC1S/C(=N/N=C/c2ccc(C)cc2)N(Cc2ccc(OC)cc2)C1=O (configuration not stated) was read as S1P4 agonist 1.0, NPY-Y1 antag 1, BaF3 parental 1, NPY2 pot ag -8, S1P4 antag -15, Runt-CBFb FRET 0, Ba/F3 V617F tox -2, NPY-Y1 PAM-ag 14 and RBBP9 inhibitor -3.
`COc1ccc(CN2CCN(c3ccc(F)cc3)CC2)c(OC)c1OC` gave S1P4 agonist 1.5, NPY-Y1 antag 1, BaF3 parental 1, NPY2 pot ag 3, S1P4 antag -26, Runt-CBFb FRET 0, Ba/F3 V617F tox -1, NPY-Y1 PAM-ag 8 and RBBP9 inhibitor -6.
For CC12CCC(C/C1=N\OC(=O)c1c(F)cccc1F)C2(C)C (configuration not stated) the results were S1P4 agonist 0.4, BaF3 parental -3, NPY2 pot ag -13, S1P4 antag -17, Runt-CBFb FRET 2, Ba/F3 V617F tox 6, NPY-Y1 PAM-ag 14 and RBBP9 inhibitor -6.
`O=C1Nc2ccccc2C1(O)Cc1ccccn1` (configuration not stated) gave S1P4 agonist 1.0, BaF3 parental -3, NPY2 pot ag 10, S1P4 antag -7, Runt-CBFb FRET -2, Ba/F3 V617F tox 1, NPY-Y1 PAM-ag 14 and RBBP9 inhibitor -2.
CCOC(=O)c1nc2sc3c(c2c(=O)[nH]1)CCCC3 was read as S1P4 agonist 0.4&2.1, NPY-Y1 antag -1, BaF3 parental 5&0, NPY2 pot ag 2&-3, S1P4 antag -4&-3, Runt-CBFb FRET 3&-3, Ba/F3 V617F tox -3&-1, NPY-Y1 PAM-ag 13&3 and RBBP9 inhibitor -7&-6.
`O=C(CCN1CCN(c2ccccc2)CC1)N/N=C/c1ccc(O)c(O)c1O` gave S1P4 agonist -0.4, NPY-Y1 antag 6, BaF3 parental 10, NPY2 pot ag 10, S1P4 antag -3, Runt-CBFb FRET 14, Ba/F3 V617F tox 1, NPY-Y1 PAM-ag 17 and RBBP9 inhibitor 10.
`CCOC(=O)N1CCN(c2c(N3CCN(c4ccc(OC)cc4)CC3)c(=O)c2=O)CC1` gave S1P4 agonist 0.8, NPY-Y1 antag -2, BaF3 parental -1, NPY2 pot ag 11, S1P4 antag -11, Runt-CBFb FRET 3, Ba/F3 V617F tox -5, NPY-Y1 PAM-ag 3 and RBBP9 inhibitor -8.
`COc1cc(NC(=S)NCCc2c[nH]c3ccccc23)c(OC)cc1Cl` gave S1P4 agonist 2.8, NPY-Y1 antag 8, BaF3 parental 4, NPY2 pot ag 2, S1P4 antag -25, Runt-CBFb FRET 2, Ba/F3 V617F tox 1, NPY-Y1 PAM-ag 23 and RBBP9 inhibitor -7.
Cc1cc(-c2nnc(SCC(=O)Nc3ccccc3Cl)n2C)no1 was read as S1P4 agonist -1.8, BaF3 parental -1, NPY2 pot ag 7, S1P4 antag 7, Runt-CBFb FRET 2, Ba/F3 V617F tox -5, NPY-Y1 PAM-ag 2 and RBBP9 inhibitor -4.

2 entries drawn at random from the list so far:
Screening COc1ccc(CCC(C)Nc2ccc(F)cc2)cc1 (configuration not stated) returned S1P4 agonist 0.8, NPY-Y1 antag -2, BaF3 parental 3, NPY2 pot ag 13, S1P4 antag 3, Ba/F3 V617F tox -3, NPY-Y1 PAM-ag -9 and RBBP9 inhibitor -6.
CCOC(=O)c1nc2sc3c(c2c(=O)[nH]1)CCCC3 was read as S1P4 agonist 0.4&2.1, NPY-Y1 antag -1, BaF3 parental 5&0, NPY2 pot ag 2&-3, S1P4 antag -4&-3, Runt-CBFb FRET 3&-3, Ba/F3 V617F tox -3&-1, NPY-Y1 PAM-ag 13&3 and RBBP9 inhibitor -7&-6.

Screens deposited in PubChem BioAssay by several laboratories.
